High-throughput results from PubChem BioAssay.
E coli growth = E. coli V3065 growth inhibition, primary screen, counter-screen for AddAB inhibitor project, absorbance, OD600; inhibition, % at 11.9 µM; 18 h; 0.27% of 330,000 active;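 active means inhibition above the campaign's mean inhibition across all tested compounds plus 3 SD, cut at about 9.9% in these data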;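 further: uninfected addAB+ strain grown without phage in ampicillin broth; 0% = DMSO wells and 100% = ciprofloxacin 0.95 µg/ml wells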
Tat export inh = E. coli Tat export inhibitors, primary screen, MC4100, TorA-mCherry reporter, fluorescence, single point | AID 488895, 2010 | inhibition, % at 10 µM | 0.036% of 340,000 active;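 active means mean replicate inhibition at least 50% and at least half of replicates individually reaching 50%; inconclusive means only one of the two criteria met; inactive means neither criterion met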;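 further: exported cargo escapes ClpAP degradation while cytoplasmic cargo is degraded and loses fluorescence; 0% = median of neutral control wells and 100% = median of NaSCN control wells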
SR-BI HDL uptake = inhibitors of SR-BI mediated HDL lipid uptake, primary screen, ldlA[mSR-BI] cells, fluorescence, single point | inhibition, % at 12.5 µM | 0.96% of 320,000 active | Scavenger receptor class B member 1 (Mus musculus), Q61009 | AID 488896, 2010 | ldlA[mSR-BI] CHO cells, DiI-HDL uptake fluorescence, 3 h;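 active means mean replicate inhibition of at least 70% and a set share of replicates each scoring 70 or more; inconclusive means meets just one of the two criteria; inactive means fails both criteria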;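 further: 0% = median of neutral control wells and 100% = median of positive control wells; values of inactives mirror those of a sister screen read the other way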
Target sequence (Q61009 whole entry, looked up): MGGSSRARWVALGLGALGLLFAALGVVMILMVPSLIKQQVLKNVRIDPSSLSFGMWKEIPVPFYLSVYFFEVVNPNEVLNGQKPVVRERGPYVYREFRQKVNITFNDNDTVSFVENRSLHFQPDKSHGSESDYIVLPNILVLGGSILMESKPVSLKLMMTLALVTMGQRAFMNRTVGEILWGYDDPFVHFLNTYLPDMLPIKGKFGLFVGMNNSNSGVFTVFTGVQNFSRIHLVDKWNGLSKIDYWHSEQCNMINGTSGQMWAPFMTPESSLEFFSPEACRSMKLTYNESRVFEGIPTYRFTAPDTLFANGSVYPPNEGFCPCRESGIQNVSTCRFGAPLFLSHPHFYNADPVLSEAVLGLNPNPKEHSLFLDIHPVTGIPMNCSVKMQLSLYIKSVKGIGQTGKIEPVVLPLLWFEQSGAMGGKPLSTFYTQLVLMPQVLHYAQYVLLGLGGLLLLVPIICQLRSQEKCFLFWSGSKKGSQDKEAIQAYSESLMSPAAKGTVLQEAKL
Wnt bcat act = Wnt/beta-catenin pathway activators, primary screen, cell-based, plate reader, single point; AID 743398, 2014; activation, % at 9.35 µM; Wnt/beta-catenin reporter cell assay, activator; 1.2% of 300,000 active; in the data active means activation above about 30%, passing the limit was not always enough; inconclusive means no clear call, values can overlap the other calls;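 further: 0% = neutral control wells and 100% = positive control wells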
MITF TRPM1 HTS = activators of MITF-driven TRPM1 promoter reporter, primary screen, cell-based, SK-MEL-5, luciferase, single point. SK-MEL-5 TRPM1-promoter luciferase, 24 h; % of positive control, neutral wells = 0. activation, % at 12.5 µM. 0.75% of 300,000 active;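 active means mean activation of at least 80% with every replicate also reaching 80%; inconclusive means mean reaches 80% but some replicate falls short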;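 further: 0% = neutral control wells and 100% = parthenolide positive control wells; values of inactives mirror those of a sister screen read the other way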
CAL PDZ FP-1 = untagged CAL PDZ binding inhibitors, primary screen, biochemical, fluorescence polarization, HTS; inhibition, % at 24.9 µM; purified CAL PDZ, TMR-peptide fluorescence polarization, 1 h; AID 602252, 2012; 0.92% of 300,000 active; Golgi-associated PDZ and coiled-coil motif-containing protein (Homo sapiens), Q9HD26;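 active means mean inhibition of at least 30% with at least half of replicates also reaching 30%; inconclusive means no clear call, values can overlap the other calls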;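 further: 0% = DMSO neutral control and 100% = excess unlabeled competitor peptide PRC23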
phage Ecoli inh = growth loss of phage-infected E. coli, primary screen, RecBCD inhibitor project, absorbance, with phage, HTS; inhibition, % at 11.9 µM; 0.26% of 360,000 active; AID 651602, 2012; in the data active means inhibition above about 11%
CAL PDZ FP-2 = CAL PDZ peptide-binding inhibitors, primary screen, biochemical, fluorescence polarization, Cer-tagged CAL PDZ, HTS; purified CAL PDZ, TMR-peptide fluorescence polarization, 1 h; inhibition, % at 20 µM; 0.02% of 330,000 active; AID 504414, 2011;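 active means highest replicate inhibition of at least 40%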;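 further: plate controls were DMSO neutral control wells for no effect and unlabeled competitor peptide control wells for full effect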
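System: tagged CAL PDZ domain. Schedule: 1 h room-temperature incubation prior to read. Signal: fluorescence polarization (mP). Measure: percent inhibition from loss of millipolarization.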
SR-BI DiI-HDL act = activators of SR-BI mediated DiI-HDL uptake, primary screen, ldlA[mSR-BI] CHO cells, DiI fluorescence. activation, % at 12.5 µM. 3 h; 100 = double the neutral-control signal. 0.096% of 320,000 active. AID 504775, 2011;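 active means mean replicate activation of at least 60% and every replicate at or above 60%; inconclusive means mean or all-replicate condition met, but not both; inactive means mean below 60% and not all replicates reaching 60%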;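 further: 0% = median plate neutral-control signal and 100% = twice that signal; values of inactives mirror those of a sister screen read the other way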
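Assay system: CHO ldlA[mSR-BI] cells, LDL receptor-null, SR-BI overexpressing; medium: Ham's F12 with 0.5% BSA, HEPES 25 mM, pH 7.4; also added: DiI-HDL 10 µg/mL; timing: 3 h uptake period with compound, 37 °C; signal: DiI fluorescence, bottom read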
AddAB inh = growth inhibition of E. coli expressing H. pylori AddAB, primary screen, AddAB inhibitor project, absorbance. inhibition, % at 11.9 µM. 0.29% of 330,000 active; in the data active means inhibition above about 12%;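 further: 0% = vehicle wells of infected cells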
An asterisk follows results filed as active; ? = inconclusive; . = no result given.

SMILES | E coli growth | Tat export inh | SR-BI HDL uptake | Wnt bcat act | MITF TRPM1 HTS | CAL PDZ FP-1 | phage Ecoli inh | CAL PDZ FP-2 | SR-BI DiI-HDL act | AddAB inh
CCOC(=O)CSc1nnc(CSc2nc(N)c3c(C)c(C)sc3n2)n1-c1ccccc1 | -1.9 | 22 | -13 | -2 | 7 | -3 | 2.8 | -1.9 | 13 | -2.1
CCOC(=O)N(C)OC(=O)Nc1ccc(Cl)c(Cl)c1 | -1.5 | 1 | 3 | . | -19 | -88 | -1.2 | -9.5 | -3 | 0.1
Cc1ccsc1CNC12CC3CC(CC(C3)C1)C2 | 2.2 | 4 | -20 | -2 | -3 | 5 | 5.7 | 0.9 | 20 | 2.2
O=C(COC(=O)c1ccc(S(=O)(=O)NCc2ccco2)cc1)Nc1ccccc1 | . | -3 | 0 | 0 | -1 | -3 | 0.8 | -1.1 | 0 | .
Cc1cccc(Nc2nc3c(S(=O)(=O)c4ccccc4)nnn3c3ccccc23)c1 | 2.4 | -7 | -13 | 0 | 2 | 1 | 2.7 | 0.5 | 13 | 1.6
O=C(NCCCn1ccnc1)c1noc2c1CCc1ccccc1-2 | -0.5 | 9 | 4 | . | 2 | . | 4.3 | 0.5 | -4 | 0.2
NC(=S)N/N=C1\CC(n2nnnc2-c2ccccc2)C2COC1O2 (centres undefined) | -0.3 | 3 | . | 2 | 11 | -1 | 2.6 | -2.6 | . | -0.5
Cc1cccc(N=C2CCCC2C(=O)Nc2cccc(C)c2C)c1C (centres undefined) | . | -6 | -3 | -4 | -14 | -4 | 3.6 | -1.2 | 3 | .
Cc1ccc(C(=O)CN(C(=O)c2ccc(Cl)cc2)N2C(=O)c3ccccc3C2=O)cc1 | 0.4 | 7 | -9 | . | 9 | -2 | -2.4 | . | 9 | -1.3
CCOc1ccc(Cl)cc1S(=O)(=O)N1CCC(C(=O)NCc2ccccn2)CC1 | -0.3 | -4 | . | -2 | -8 | -5 | -0.9 | -1.3 | . | 0.2
CC(C)(C)n1nnnc1C(c1ccc(Cl)cc1)N1CCCc2ccccc21 (centres undefined) | -1.8 | 7 | 4 | -2 | . | 0 | 3.2 | -0.8 | -4 | 0.7
COC(=O)/C=C/CSC1=N/C(=C/c2ccc(-n3cncn3)cc2)C(=O)N1 | -2.4 | 9 | 8 | . | 10 | 1 | 1.2 | -1.5 | -8 | 0.3
Nc1ncnc2c1ncn2[C@@H]1O[C@H](CNC(=O)[C@H](N)Cc2cscn2)[C@@H](O)[C@H]1O | -0.2 | -7 | -2 | -3 | 19 | -6 | -1.7 | 1.8 | 2 | 0.4
Cc1ccc(NC(=O)c2ccc3c(c2)N(CC(=O)NC(C)C)C(=O)C(C)(C)O3)cc1 | 1.7 | 4 | 12 | -3 | 8 | -5 | 1.8 | 0.8 | -12 | 3.0
N#CCCN(C(=O)CSc1ccc2c(c1)OCCO2)c1ccccc1 | -1.2 | 1 | -2 | -4 | . | -3 | 0.6 | . | 2 | -1.6
CC(C)(C)[C@H]1C=C(C(=O)N2CCN(Cc3ccc4c(c3)OCO4)CC2)O[C@@H](OCc2ccc(CO)cc2)C1 | 1.5 | 9 | -1 | -6 | 20 | -2 | 0.9 | -0.4 | 1 | 1.4
NC(=O)c1ccc2c(=O)n3c(-c4cccs4)csc3nc2c1 | 0.2 | -3 | 11 | 15 | 72 | -4 | 4.1 | -1.0 | -11 | 3.1
CC1CCN(S(=O)(=O)c2ccc3c(c2)c(=O)c(C(=O)NC2CCCC2)cn3C)CC1 | -0.8 | 2 | -2 | . | -2 | -2 | 1.2 | -2.9 | 2 | -0.5
CC(=O)NC1C(OC(=O)/C=C/c2ccccc2)OC(COC(C)=O)C(OC(C)=O)C1OC(C)=O (centres undefined) | 1.5 | 0 | 6 | 5 | -5 | . | 1.3 | -0.5 | -6 | 0.7
CCC(=O)c1ccc(OCC(=O)Nc2ccccc2N2CCCCC2)cc1 | 1.1 | 0 | 14 | -3 | -11 | -1 | 4.4 | -2.4 | -14 | -2.3
CCNC(=S)NNC(=O)c1cc(C)on1 | -0.9 | -1 | 6 | . | -11 | 2 | 2.0 | 0.1 | -6 | -1.0
COc1cc(C(=O)NCCOC(=O)c2cccc(N(C)C)c2)cc(OC)c1OC | -0.6 | ? | 12 | -4 | -3 | -1 | -0.2 | -0.3 | -12 | -0.2
COc1cc(OC)cc(C(=O)OCC(=O)NCCCc2ccccc2)c1 | -0.5 | -9 | -5 | -1 | 0 | -3 | 0.8 | -0.7 | 5 | -0.9
Cc1ccc(C(=O)NCCCNC(=O)c2ccccc2F)cn1 | 2.1 | -1 | . | -1 | -1 | 1 | 2.2 | -2.3 | . | 1.6
O=C(Cc1ccc(F)cc1)N1CCC(CC2CC(c3ccc(Cl)cc3)=NO2)(C(=O)NCC2CCCCC2)CC1 (centres undefined) | -2.3 | -8 | -2 | -3 | 1 | 7 | 1.8 | -1.1 | 2 | -1.1
COc1ccc(CCNC(=O)COC(=O)C2CC2)cc1OC | 0.4 | -4 | -3 | 0 | 10 | 1 | -0.1 | -0.4 | 3 | 0.1
COc1ccc(NS(=O)(=O)c2cc(NC(=O)c3sccc3C)ccc2N2CCOCC2)cc1 | -0.4 | 0 | . | -10 | -6 | -1 | 0.0 | -3.8 | . | -1.1
Cc1onc(-c2ccccc2)c1C(=O)n1nnc2ccccc21 | -1.2 | -14 | 16 | -7 | . | 1 | 2.3 | -3.0 | -16 | -0.8
CCn1cc(C(=O)N2CCN(c3ccc(C(C)=O)cc3)CC2)c2cc(OC)c(OC)cc2c1=O | 2.8 | -12 | -1 | -1 | 3 | -1 | 0.9 | -2.3 | 1 | 0.6
O=C(NCC12CC3CC(CC(C3)C1)C2)c1nn2c(c1Cl)NC(c1ccco1)CC2C(F)(F)F (centres undefined) | -0.2 | -2 | 47 | . | 3 | -4 | 2.5 | -1.8 | -47 | -0.5
O=C(O)c1cc(-c2ccco2)nc2ccccc12 | -0.5 | -4 | -16 | -2 | 1 | -5 | 1.3 | 0.4 | 16 | 1.1
Cc1ccc(NC(=O)CN2CCc3cc4c(cc3C2)OCCCO4)cc1C | 0.1 | 4 | -35 | 1 | 12 | 2 | 0.9 | -2.0 | 35 | -0.2
CC1C2C(c3ccccc3)N(C)C(=O)N(C)C2N(C)C(=O)N1C (centres undefined) | -2.6 | 0 | 6 | . | 3 | 3 | 2.5 | -2.9 | -6 | 7.2
Cc1ccc(OCC(=O)OCC(=O)Nc2ccc3c(c2)OCO3)cc1C | -1.0 | -6 | -15 | -2 | 12 | -3 | 1.7 | -0.7 | 15 | -1.2
COc1ccc(C(C(=O)NCC2CCCO2)N(C(=O)CNC(=O)c2ccco2)c2cc(C)cc(C)c2)cc1OC (centres undefined) | -0.3 | 1 | . | -3 | -5 | 7 | 1.1 | -0.7 | . | -1.3
Cc1ccc(-n2ncc3c2CC(C)(C)CC3NC(=O)c2ccccn2)cc1 (centres undefined) | 0.9 | 3 | 29 | 1 | 4 | -2 | 2.9 | -1.6 | -29 | 3.0

In a second layout: entries from further up
mol	E coli growth	Tat export inh	SR-BI HDL uptake	Wnt bcat act	MITF TRPM1 HTS	CAL PDZ FP-1	phage Ecoli inh	CAL PDZ FP-2	SR-BI DiI-HDL act	AddAB inh
O=C(O)c1cc(-c2ccco2)nc2ccccc12	-0.5	-4	-16	-2	1	-5	1.3	0.4	16	1.1
COc1ccc(NS(=O)(=O)c2cc(NC(=O)c3sccc3C)ccc2N2CCOCC2)cc1	-0.4	0	.	-10	-6	-1	0.0	-3.8	.	-1.1
CC1C2C(c3ccccc3)N(C)C(=O)N(C)C2N(C)C(=O)N1C (centres undefined)	-2.6	0	6	.	3	3	2.5	-2.9	-6	7.2

More records.
SMILES | E coli growth | Tat export inh | SR-BI HDL uptake | Wnt bcat act | MITF TRPM1 HTS | CAL PDZ FP-1 | phage Ecoli inh | CAL PDZ FP-2 | SR-BI DiI-HDL act | AddAB inh
CCn1nnc(-c2ccccc2NC(=O)c2cccc(-n3cnnn3)c2)n1 | 0.2 | 6 | 31 | -2 | 12 | -3 | -0.3 | 0.3 | -31 | 0.6
CCC1CCc2c(sc(NC(=O)C3c4ccccc4Oc4ccccc43)c2C(N)=O)C1 (centres undefined) | 2.6 | -9 | 34 | 1 | -14 | 3 | 3.4 | -0.1 | -34 | 3.9
CC(C)C[C@H]1CN=C(Nc2ccccc2)N1CCC1CCCC1 | -0.2 | 6 | 2 | -3 | 7 | -2 | 2.8 | 0.1 | -2 | 3.1
O=C(OCc1ccc(Cl)c(Cl)c1)c1cccnc1Cl | -0.6 | 4 | 13 | 1 | 13 | -3 | 3.4 | -3.1 | -13 | 2.3
CCN(c1ccccc1)S(=O)(=O)c1cc(C(=O)Nc2ccc(F)c(F)c2)ccc1F | 1.3 | -2 | 20 | -3 | -33 | 2 | 3.5 | -0.3 | -20 | 5.8
CCn1cc([N+](=O)[O-])c(C(=O)N2CCCc3ccccc32)n1 | . | -6 | 10 | -1 | 1 | 2 | 3.0 | -3.6 | -10 | .
Cc1cc(C(=O)CSc2nnnn2-c2ccccc2)c(C)n1CC1CCCO1 (centres undefined) | 1.6 | 0 | 13 | ? | . | 1 | 6.5 | -1.3 | -13 | -0.1
CCC(CC)C(=O)Nc1cccc(C(=O)N2CCCCCC2)c1 | 0.7 | -10 | 17 | . | -7 | -3 | 3.4 | -0.4 | -17 | 1.8
C=CCn1c(SCC(=O)Nc2cc(C)ccc2C)nnc1-c1cnccn1 | -1.8 | 1 | 12 | -10 | 6 | -6 | 3.2 | -1.0 | -12 | 0.4
COc1ccccc1COCC(O)CN(Cc1ccco1)Cc1ccccc1O (centres undefined) | -1.2 | -1 | 35 | -4 | -2 | . | -0.2 | -1.1 | -35 | 1.6
NC(=O)c1ccc(NCC2COc3ccccc3O2)c([N+](=O)[O-])c1 (centres undefined) | 1.2 | -11 | -4 | 1 | 19 | -4 | 5.0 | -0.9 | 4 | 1.8
CCN(C(=O)CSc1nnc(-c2ccc(F)cc2)n1C)C1CCS(=O)(=O)C1 (centres undefined) | -0.9 | 11 | -17 | -3 | 14 | -21 | 1.0 | -0.3 | 17 | 0.5
CN1CCN(c2ccccc2NC(=O)c2cccc([N+](=O)[O-])c2)CC1 | 1.2 | 2 | 9 | -1 | -12 | -3 | 0.6 | -0.3 | -9 | -0.2
CC(=O)O/N=C/c1c(Cl)n(C)c2ccccc12 | 1.3 | 3 | 1 | 1 | -3 | -2 | 3.6 | -2.5 | -1 | 1.0
COc1ccc(-c2noc(C3CCCN(C(=O)c4ccccc4C)C3)n2)cc1 (centres undefined) | . | 8 | 20 | -1 | . | -3 | -2.3 | 0.3 | -20 | .
